# Screening results: PubChem, Broad Institute
# TcdB inh – inhibitors of Clostridioides difficile toxin B glycohydrolase | 350,000 compounds, 0.24% hits | inhibition, % at 9.99 µM | AID 652162 | TcdB glycohydrolase enzymatic assay, plate reader; in the data active means inhibition above about 10%
# Target sequence (P18177 whole entry, looked up): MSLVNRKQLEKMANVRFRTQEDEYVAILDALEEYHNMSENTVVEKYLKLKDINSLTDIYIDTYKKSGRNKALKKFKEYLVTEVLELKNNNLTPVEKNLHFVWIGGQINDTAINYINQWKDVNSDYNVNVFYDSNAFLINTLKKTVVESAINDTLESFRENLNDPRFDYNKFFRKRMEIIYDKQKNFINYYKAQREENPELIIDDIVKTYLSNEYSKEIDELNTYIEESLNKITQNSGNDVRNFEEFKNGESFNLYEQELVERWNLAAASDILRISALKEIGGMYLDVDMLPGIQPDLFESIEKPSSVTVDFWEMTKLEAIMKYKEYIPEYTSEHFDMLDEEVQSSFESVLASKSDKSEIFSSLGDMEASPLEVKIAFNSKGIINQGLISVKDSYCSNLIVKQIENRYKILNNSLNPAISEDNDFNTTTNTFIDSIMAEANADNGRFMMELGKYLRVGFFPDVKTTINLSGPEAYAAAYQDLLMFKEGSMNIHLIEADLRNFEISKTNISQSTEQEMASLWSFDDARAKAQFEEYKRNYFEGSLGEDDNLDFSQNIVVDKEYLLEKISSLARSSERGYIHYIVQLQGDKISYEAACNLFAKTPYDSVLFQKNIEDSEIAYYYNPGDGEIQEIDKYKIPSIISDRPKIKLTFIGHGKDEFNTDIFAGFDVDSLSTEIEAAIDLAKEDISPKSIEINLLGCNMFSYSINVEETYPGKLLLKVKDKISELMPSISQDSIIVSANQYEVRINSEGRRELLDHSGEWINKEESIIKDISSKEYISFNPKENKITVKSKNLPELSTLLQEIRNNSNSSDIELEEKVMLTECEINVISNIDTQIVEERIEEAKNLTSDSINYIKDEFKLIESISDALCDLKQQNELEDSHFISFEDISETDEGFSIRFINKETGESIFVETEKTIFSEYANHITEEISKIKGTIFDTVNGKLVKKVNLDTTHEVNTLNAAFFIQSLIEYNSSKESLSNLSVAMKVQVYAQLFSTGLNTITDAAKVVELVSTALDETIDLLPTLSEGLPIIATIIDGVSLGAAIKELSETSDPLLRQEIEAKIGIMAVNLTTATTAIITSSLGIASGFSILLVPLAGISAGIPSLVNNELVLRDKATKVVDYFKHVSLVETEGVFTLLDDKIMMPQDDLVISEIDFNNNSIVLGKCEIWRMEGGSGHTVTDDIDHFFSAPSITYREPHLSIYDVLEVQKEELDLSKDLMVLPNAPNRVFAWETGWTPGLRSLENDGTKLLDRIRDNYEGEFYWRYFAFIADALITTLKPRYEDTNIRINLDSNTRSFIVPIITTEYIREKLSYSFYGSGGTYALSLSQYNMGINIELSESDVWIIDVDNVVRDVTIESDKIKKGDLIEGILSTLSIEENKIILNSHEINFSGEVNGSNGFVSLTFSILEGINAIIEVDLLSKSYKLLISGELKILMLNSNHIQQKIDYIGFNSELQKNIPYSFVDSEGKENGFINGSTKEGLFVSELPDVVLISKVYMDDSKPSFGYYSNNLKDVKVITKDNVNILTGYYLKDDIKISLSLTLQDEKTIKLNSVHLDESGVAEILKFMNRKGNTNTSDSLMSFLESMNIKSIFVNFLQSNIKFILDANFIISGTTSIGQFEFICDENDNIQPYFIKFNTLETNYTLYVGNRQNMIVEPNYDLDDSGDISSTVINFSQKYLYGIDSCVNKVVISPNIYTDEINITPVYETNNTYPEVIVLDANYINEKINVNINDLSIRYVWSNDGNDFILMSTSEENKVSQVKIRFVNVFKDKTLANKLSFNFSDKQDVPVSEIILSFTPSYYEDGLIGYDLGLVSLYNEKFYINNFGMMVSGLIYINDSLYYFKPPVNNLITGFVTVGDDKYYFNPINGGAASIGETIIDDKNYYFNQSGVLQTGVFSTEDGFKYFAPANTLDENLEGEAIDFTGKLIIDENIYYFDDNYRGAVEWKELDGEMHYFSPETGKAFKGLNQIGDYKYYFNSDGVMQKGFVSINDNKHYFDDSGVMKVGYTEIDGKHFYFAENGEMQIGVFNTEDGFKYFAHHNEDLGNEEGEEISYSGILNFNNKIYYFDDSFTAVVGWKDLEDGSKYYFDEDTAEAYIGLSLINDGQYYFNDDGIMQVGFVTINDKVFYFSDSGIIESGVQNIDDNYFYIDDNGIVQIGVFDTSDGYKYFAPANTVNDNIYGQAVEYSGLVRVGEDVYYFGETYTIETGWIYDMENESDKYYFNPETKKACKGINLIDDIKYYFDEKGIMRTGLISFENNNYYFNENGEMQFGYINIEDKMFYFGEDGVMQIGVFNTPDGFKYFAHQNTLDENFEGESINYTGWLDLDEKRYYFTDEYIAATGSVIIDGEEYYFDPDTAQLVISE
# BioA inh – inhibitors of Mycobacterium tuberculosis BioA enzyme. inhibition, % at 9.99 µM. AID 602481. purified M. tuberculosis BioA enzyme, plate reader. 360,000 compounds, 0.096% hits; in the data active means inhibition above about 40%
# Numbers without * were called inactive. This is a subset. The share of hits here may be higher or lower than overall.
SMILES,TcdB inh,BioA inh
C[C@@H]1CN([C@H](C)CO)C(=O)c2cccc(NS(=O)(=O)c3ccccc3)c2O[C@@H]1CN(C)C(=O)Nc1ccc2c(c1)OCO2,0.7,3.2
COc1ccc(S(=O)(=O)N(C)C[C@H]2OCCCC[C@H](C)Oc3ccc(NC(=O)C4CCCCC4)cc3C(=O)N([C@@H](C)CO)C[C@@H]2C)cc1,-0.4,-2.3
CS(=O)(=O)Nc1ccc2c(c1)[C@H]1C[C@H](CC(=O)NCc3ccc(Cl)cc3)O[C@@H](CO)[C@H]1O2,-0.2,-1.1
O=C(C[C@H]1CC[C@@H](NC(=O)C2CCOCC2)[C@H](CO)O1)Nc1ccc(-c2ccccc2)cc1,0.1,-3.8
CN1c2ccc(C3=CCCCC3)cc2[C@H]2[C@H](CCN2S(=O)(=O)c2ccccc2F)[C@@H]1CO,-0.2,0.4
C[C@H](CO)N1C[C@H](C)[C@H](CN(C)Cc2ccc(Cl)c(Cl)c2)Oc2ccc(NC(=O)Nc3ccc(C(F)(F)F)cc3)cc2CC1=O,0.6,-0.1
C[C@@H]1CN([C@H](C)CO)C(=O)Cc2cc(NC(=O)CCCCCC(=O)Nc3ccccc3N)ccc2O[C@H]1CN(C)C(=O)Nc1ccc2c(c1)OCO2,-0.8,-0.9
CO[C@H]1CN(C)C(=O)c2cc(NS(C)(=O)=O)ccc2OC[C@H](C)N(CCC(F)(F)F)C[C@H]1C,-1.0,2.5
CCC(=O)N1[C@H](C(=O)N2CCCCC2)[C@@H](CO)[C@@H]2Cn3c(cccc3=O)[C@@H]21,-0.4,1.2
C[C@@H]1CN([C@@H](C)CO)C(=O)c2cc(-c3cccc(C(=O)N(C)C)c3)cnc2O[C@@H]1CN(C)C,1.2,1.0
COc1ccc(S(=O)(=O)Nc2ccc3c(c2)CC(=O)N([C@@H](C)CO)C[C@@H](C)[C@@H](CN(C)C(=O)NC2CCCCC2)O3)cc1,-0.3,1.9
C/C=C/c1ccc([C@H]2[C@@H](CO)N(C(C)=O)[C@@H]2CNC(=O)c2ccncc2)cc1,-1.2,-1.3
C[C@H](CO)N1C[C@H](C)[C@@H](CN(C)C(=O)NC2CCCCC2)Oc2c(NC(=O)c3cnccn3)cccc2C1=O,1.1,-0.4
CN(C)C(=O)c1ccc(-c2ccc([C@H]3[C@H](CO)N4CCCCN(C(=O)C5CCC5)C[C@@H]34)cc2)cc1,-1.9,-3.0
C[C@@H]1CN([C@H](C)CO)C(=O)c2cc(NC(=O)c3ccncc3)ccc2O[C@@H]1CN(C)C(=O)Nc1ccc2c(c1)OCO2,0.4,-0.2
C[C@H]1CN([C@@H](C)CO)S(=O)(=O)c2ccc(C3=CCCCC3)cc2O[C@@H]1CN(C)Cc1ccccn1,-2.4,-1.1
Cc1noc(C)c1NC(=O)N(C)C[C@H]1Oc2ncc(C#CC(C)C)cc2C(=O)N([C@@H](C)CO)C[C@H]1C,-1.0,-0.4
C[C@@H]1CN([C@H](C)CO)C(=O)c2c(c3ccccc3n2C)-c2ccccc2CO[C@H]1CN(C)S(=O)(=O)c1ccccc1F,-0.5,0.9
C[C@@H]1CN([C@H](C)CO)C(=O)Cc2cc(NC(=O)CCC(F)(F)F)ccc2O[C@@H]1CN(C)Cc1ccc(C(=O)Nc2ccccc2N)cc1,-0.1,-1.0
COc1ccccc1S(=O)(=O)N1CC[C@H]2[C@H](CO)Nc3ccc(-c4ccc(C#N)cc4)cc3[C@H]21,-0.1,-0.3
COc1ccc(NC(=O)Nc2ccc3c(c2)C(=O)N([C@H](C)CO)C[C@H](C)[C@H](CN(C)S(=O)(=O)c2ccc(C)cc2)OCCCC[C@@H](C)O3)cc1,0.0,-2.4
O=C(N[C@H]1CC[C@H](CC(=O)N2CCCCC2)O[C@@H]1CO)c1ccc2c(c1)OCO2,-1.9,-3.5
C[C@@H]1CN([C@H](C)CO)C(=O)c2cc(C#CC3CCCC3)cnc2O[C@@H]1CN(C)C(=O)Cc1ccccn1,-0.3,-0.6
CO[C@H]1CN(C)C(=O)c2ccc(NC(C)=O)cc2OC[C@H](C)N(Cc2ccc(F)cc2)C[C@@H]1C,1.4,-0.5
C[C@@H]1CCCCO[C@H](CN(C)C(=O)Nc2ccc(C(F)(F)F)cc2)[C@H](C)CN([C@@H](C)CO)C(=O)c2cc(NC(=O)CCC(F)(F)F)ccc2O1,-0.2,-1.0

# More records follow.
SMILES,TcdB inh,BioA inh
CCCNC(=O)NC[C@@H]1[C@H](c2ccc(C3=CCCCC3)cc2)[C@H](CO)N1C(C)=O,1.4,-1.1
COc1ccccc1S(=O)(=O)N1CC[C@@H]2[C@H]1c1cc(-c3ccccc3)ccc1N(C)[C@H]2CO,0.0,-0.3
CCCC#Cc1ccc([C@@H]2[C@@H](CO)N3CCCCN(C(=O)c4ccc5c(c4)OCO5)C[C@@H]23)cc1,0.7,2.4
CO[C@@H]1CN(C)C(=O)c2cc(NC(=O)c3ccccc3)ccc2OC[C@H](C)N(C(C)=O)C[C@@H]1C,-1.1,-0.2
CN(C)CC(=O)Nc1ccc2c(c1)[C@@H]1C[C@@H](CC(=O)N3CCCCC3)O[C@@H](CO)[C@@H]1O2,0.1,-1.2
C[C@H](O)C#Cc1ccc2c(c1)O[C@H](CN(C)C(=O)Nc1ccccc1)[C@@H](C)CN([C@@H](C)CO)S2(=O)=O,0.4,-1.8
C[C@H]1CN([C@@H](C)CO)C(=O)Cc2cc(NS(=O)(=O)c3ccc(F)cc3)ccc2O[C@@H]1CN(C)Cc1ccc(C(F)(F)F)cc1,0.9,2.1
CC(=O)N(C)C[C@H]1Oc2cc(C#CC(C)(C)O)ccc2S(=O)(=O)N([C@H](C)CO)C[C@@H]1C,-0.5,-0.8
CCC(=O)Nc1ccc2c(c1)OC[C@H](C)N(C(=O)c1ccncc1)C[C@@H](C)[C@@H](OC)CN(C)C2=O,0.7,-2.2
C[C@@H]1CN([C@@H](C)CO)S(=O)(=O)c2ccc(-c3cccnc3)cc2O[C@@H]1CN(C)C(=O)NC1CCCC1,1.3,3.0
Cc1cccc(S(=O)(=O)N(C)C[C@H]2OCc3ccccc3-c3ccccc3C(=O)N([C@H](C)CO)C[C@@H]2C)c1,1.6,0.9
CCC(=O)Nc1ccc2c(c1)C(=O)N(C)[C@H]1CC[C@H](CC(=O)NCc3ccccc3)O[C@@H]1CO2,-0.3,-0.7
C[C@@H]1CN([C@H](C)CO)C(=O)c2cccc(NC(=O)C3CCCCC3)c2O[C@H]1CN(C)Cc1ccc(C(F)(F)F)cc1,0.9,-3.9
C[C@@H]1CN([C@H](C)CO)C(=O)Cc2cc(N(C)C)ccc2O[C@@H]1CN(C)Cc1ccncc1,-5.2,-0.6
C[C@@H]1CCCCO[C@H](CN(C)C(=O)NC2CCCCC2)[C@H](C)CN([C@H](C)CO)C(=O)c2cc(N(C)C)ccc2O1,-19,0.9
CCCC(=O)Nc1ccc2c(c1)OC[C@@H](C)N(CCC(F)(F)F)C[C@H](C)[C@@H](OC)CN(C)C2=O,1.6,1.2
C[C@H](CO)N1C[C@H](C)[C@@H](CN(C)Cc2ccccn2)Oc2cc(C#C[C@@H](C)O)ccc2S1(=O)=O,-0.1,0.0
C[C@H](O)C#Cc1ccc([C@@H]2[C@@H](CO)N3CCCCN(C(=O)c4ccc(F)cc4)C[C@@H]23)cc1,-0.1,-1.7
CCC(=O)N[C@@H]1C=C[C@H](CC(=O)NCc2ccccc2OC)O[C@H]1CO,-0.4,-4.0
Cc1ccc(S(=O)(=O)Nc2ccc3c(c2)C(=O)N([C@H](C)CO)C[C@H](C)[C@@H](CN(C)C(=O)c2ccccc2)OCCCC[C@@H](C)O3)cc1,-1.7,1.6
C[C@H]1CN([C@@H](C)CO)C(=O)c2cc(-c3cccc(F)c3)cnc2O[C@H]1CN(C)Cc1ccccn1,0.7,-6.2
CCC(=O)N1C[C@H]2[C@@H](c3ccccc31)[C@@H](CO)N2CC1CCCC1,-1.8,-0.3
C[C@H](CO)N1C[C@H](C)[C@H](CN(C)CC2CCCCC2)Oc2ccc(NC(=O)CCC(F)(F)F)cc2C1=O,-5.6,-0.6
CCCN1C[C@H](C)[C@H](OC)CN(C)C(=O)c2cc(NS(=O)(=O)CC)ccc2OC[C@@H]1C,-0.3,-0.6
COCC(=O)N1CCCCN2[C@@H](CO)[C@H](c3ccc(-c4ccc(OC)cc4)cc3)[C@@H]2C1,0.7,2.4

# Additional structures.
SMILES,TcdB inh,BioA inh
CN(C)CCCNC(=O)C[C@@H]1CC[C@H]2[C@H](COc3ccc(NC(=O)NC4CCCC4)cc3C(=O)N2C)O1,-0.4,-3.0
CO[C@@H](CN(C)Cc1cc(F)ccc1F)[C@H](C)CN(C(=O)Nc1ccc(F)cc1)[C@H](C)CO,-0.1,0.8
C[C@H]1CN([C@@H](C)CO)C(=O)Cc2cc(NS(=O)(=O)c3cccs3)ccc2O[C@H]1CN(C)Cc1ccc(-c2ccccc2)cc1,-1.0,0.3
C[C@@H]1CCCCO[C@@H](CN(C)C(=O)Nc2ccc3c(c2)OCO3)[C@@H](C)CN([C@H](C)CO)C(=O)c2cc(NS(C)(=O)=O)ccc2O1,1.5,0.0
CCC(=O)N(C)C[C@H]1Oc2ncc(/C=C/c3ccccc3)cc2C(=O)N([C@@H](C)CO)C[C@@H]1C,2.2,-1.1
CCCNC(=O)C[C@@H]1CC[C@H]2[C@H](COc3ccc(NC(=O)CCC)cc3C(=O)N2C)O1,-0.3,1.3
C[C@@H]1CN([C@@H](C)CO)C(=O)c2cccc(NC(=O)Nc3ccc(C(F)(F)F)cc3)c2O[C@@H]1CN(C)C(=O)Nc1cccc2ccccc12,-0.5,2.0
COCC(=O)Nc1ccc2c(c1)C(=O)N(C)C[C@H](OC)[C@H](C)CN(C(=O)c1ccncc1)[C@H](C)CO2,1.1,3.1
Cc1noc(C)c1NC(=O)Nc1ccc2c(c1)CC(=O)N([C@H](C)CO)C[C@H](C)[C@H](CN(C)C(=O)NC1CCCCC1)O2,2.8,0.7
CC(C)NC(=O)N(C)C[C@H]1Oc2c(NC(=O)C3CC3)cccc2C(=O)N([C@H](C)CO)C[C@H]1C,-2.3,-2.9
C[C@H](CO)N1C[C@H](C)[C@@H](CN(C)C(=O)NC2CCCCC2)Oc2ccc(NC(=O)C3CCCCC3)cc2CC1=O,-1.5,-1.1
COc1ccc(S(=O)(=O)N(C)C[C@H]2OCCCC[C@H](C)Oc3ccc(NS(=O)(=O)c4cn(C)cn4)cc3C(=O)N([C@@H](C)CO)C[C@@H]2C)cc1,-1.5,1.8
C[C@H](NC(=O)C[C@@H]1C[C@H]2c3cc(NC(=O)NC4CCCC4)ccc3O[C@H]2[C@@H](CO)O1)c1ccccc1,-2.3,-2.8
CCCN1[C@H](C(=O)N2CCOCC2)[C@@H](CO)[C@@H]2Cn3c(ccc(-c4ccccc4)c3=O)[C@@H]21,0.8,-0.3
O=C(C[C@H]1C=C[C@H](NC(=O)Nc2cccc(F)c2)[C@H](CO)O1)NCC1CC1,0.3,-2.0
C[C@H]1CCCCO[C@H](CN(C)C(=O)NC2CCCCC2)[C@@H](C)CN([C@@H](C)CO)C(=O)c2cc(NC(=O)Nc3ccc(C(F)(F)F)cc3)ccc2O1,0.2,-0.2
CC(=O)NCCCC[C@@H]1NC(=O)[C@@H]2C[C@H](C(=O)NCc3ccc(F)cc3)[C@H](c3ccc(O)cc3)N2C1=O,-12,-0.5
CC(C)NC(=O)Nc1cccc2c1O[C@@H](CN(C)C(=O)NC(C)C)[C@@H](C)CN([C@@H](C)CO)C2=O,-0.7,1.4
C[C@H]1CN([C@@H](C)CO)C(=O)c2cccc(NS(=O)(=O)c3ccc(Cl)cc3)c2O[C@@H]1CN(C)CC1CC1,0.1,1.1
C[C@H]1CCCCO[C@H](CN(C)C(=O)Nc2ccc(F)cc2)[C@@H](C)CN([C@@H](C)CO)C(=O)c2cc(NC(=O)c3ccccc3)ccc2O1,-0.1,-0.7
CN(C)CC(=O)Nc1ccc2c(c1)[C@@H]1C[C@H](CC(=O)NCC3CC3)O[C@H](CO)[C@@H]1O2,-3.4,-2.2
Cc1ccc(S(=O)(=O)N[C@H]2CC[C@@H](CCNS(=O)(=O)Cc3ccccc3)O[C@@H]2CO)cc1,0.2,-0.7
CO[C@H]1CN(C)C(=O)c2ccc(NC(=O)c3ccc(Oc4ccccc4)cc3)cc2OC[C@H](C)NC[C@@H]1C,1.8,4.1
CO[C@@H]1CN(C)C(=O)c2cc(NC(=O)Cc3ccccc3)ccc2OC[C@H](C)N(C(C)=O)C[C@@H]1C,0.0,-4.6

# Whole records from above. Order of screens: TcdB inh	BioA inh
# Listed for CN(C)CCCNC(=O)C[C@@H]1CC[C@H]2[C@H](COc3ccc(NC(=O)NC4CCCC4)cc3C(=O)N2C)O1 : -0.4	-3.0
# Listed for C[C@H](NC(=O)C[C@@H]1C[C@H]2c3cc(NC(=O)NC4CCCC4)ccc3O[C@H]2[C@@H](CO)O1)c1ccccc1 : -2.3	-2.8

# Exported with bars between the fields: entries from further up.
Compound | TcdB inh | BioA inh
CCC(=O)N(C)C[C@H]1Oc2ncc(/C=C/c3ccccc3)cc2C(=O)N([C@@H](C)CO)C[C@@H]1C | 2.2 | -1.1
C[C@H]1CCCCO[C@H](CN(C)C(=O)NC2CCCCC2)[C@@H](C)CN([C@@H](C)CO)C(=O)c2cc(NC(=O)Nc3ccc(C(F)(F)F)cc3)ccc2O1 | 0.2 | -0.2
Cc1ccc(S(=O)(=O)N[C@H]2CC[C@@H](CCNS(=O)(=O)Cc3ccccc3)O[C@@H]2CO)cc1 | 0.2 | -0.7
COc1ccc(S(=O)(=O)N(C)C[C@H]2OCCCC[C@H](C)Oc3ccc(NS(=O)(=O)c4cn(C)cn4)cc3C(=O)N([C@@H](C)CO)C[C@@H]2C)cc1 | -1.5 | 1.8
CO[C@H]1CN(C)C(=O)c2ccc(NC(=O)c3ccc(Oc4ccccc4)cc3)cc2OC[C@H](C)NC[C@@H]1C | 1.8 | 4.1
Cc1noc(C)c1NC(=O)Nc1ccc2c(c1)CC(=O)N([C@H](C)CO)C[C@H](C)[C@H](CN(C)C(=O)NC1CCCCC1)O2 | 2.8 | 0.7
